HTR5A ag: counter-screen for OPRM1-OPRD1 agonists: human HTR5A agonism; P47898; activation, % at 9.3 µM; AID 504692; HTR5A agonist assay, luminescence, cell-based; 340,000 tested, 0.61% active; in the data active = activation mostly above about 9.5%, no sharp cut-off; inactive = mostly below about 7.6%;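 also: 0% = cells with vehicle only and 100% = reference agonist; strong numbers were not always called active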
MITF TRPM1 HTS: activators of MITF-driven TRPM1 promoter activity in SK-MEL-5 cells. 300,000 tested, 0.75% active. SK-MEL-5 TRPM1-promoter luciferase, 24 h; % of positive control, neutral wells = 0. AID 588334. activation, % at 12.5 µM;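 active = mean activation of at least 80% with every replicate also reaching 80%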;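 also: 0% = neutral control wells and 100% = parthenolide positive control wells; values of inactives mirror those of a sister screen read the other way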
SR-BI DiI inh: mouse SR-BI HDL lipid transfer inhibition; Q61009; ldlA[mSR-BI] CHO cells, DiI-HDL uptake fluorescence, 3 h; inhibition, % at 12.5 µM; 320,000 tested, 0.96% active; AID 488896;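 active = mean replicate inhibition of at least 70% and a set share of replicates each scoring 70 or more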;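 also: 0% = median of neutral control wells and 100% = median of positive control wells; values of inactives mirror those of a sister screen read the other way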
Target sequence (Q61009 whole entry, looked up): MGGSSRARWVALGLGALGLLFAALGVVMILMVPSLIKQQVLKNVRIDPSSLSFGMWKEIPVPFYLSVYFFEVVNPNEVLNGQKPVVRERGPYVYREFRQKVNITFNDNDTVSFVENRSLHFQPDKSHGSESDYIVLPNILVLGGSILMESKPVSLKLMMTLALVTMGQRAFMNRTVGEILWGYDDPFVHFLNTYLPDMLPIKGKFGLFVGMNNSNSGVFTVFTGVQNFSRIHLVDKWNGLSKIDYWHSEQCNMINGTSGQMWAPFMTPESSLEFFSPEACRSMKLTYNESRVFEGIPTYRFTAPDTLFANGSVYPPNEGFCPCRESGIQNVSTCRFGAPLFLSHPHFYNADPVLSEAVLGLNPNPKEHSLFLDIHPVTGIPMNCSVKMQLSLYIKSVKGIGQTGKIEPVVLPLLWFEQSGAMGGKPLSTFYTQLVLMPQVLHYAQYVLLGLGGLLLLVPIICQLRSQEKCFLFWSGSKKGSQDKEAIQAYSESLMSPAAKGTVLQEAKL
SR-BI uptake up: enhances SR-BI lipid uptake from DiI-HDL; CHO ldlA[mSR-BI] cells, DiI-HDL uptake fluorescence, 3 h; 100 = double the neutral-control signal; activation, % at 12.5 µM; 320,000 tested, 0.096% active; AID 504775;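 active = mean replicate activation of at least 60% and every replicate at or above 60%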;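 also: 0% = median plate neutral-control signal and 100% = twice that signal; values of inactives mirror those of a sister screen read the other way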
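Material: SR-BI-overexpressing, LDLR-lacking CHO cells | Dosing: Single compound concentration, delivered by pin transfer | Probe or stimulus: Labelled HDL, 10 µg/mL | Signal: Bottom-read cell fluorescence after medium removal, ex 550/em 595 nm | Schedule: 3 h, 37 °C | Evaluation: HDL uptake via cellular fluorescence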
Rtt109 Vps75: C. albicans Rtt109 histone acetyltransferase inhibition; Q5AAJ8; purified Rtt109/Vps75, ThioGlo CoA-SH fluorescence, 4 h; inhibition, % at 34.9 µM; 330,000 tested, 0.16% active; AID 540336;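 active = inhibition of at least 50% in every replicate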
Target sequence (Q5AAJ8 whole entry, looked up): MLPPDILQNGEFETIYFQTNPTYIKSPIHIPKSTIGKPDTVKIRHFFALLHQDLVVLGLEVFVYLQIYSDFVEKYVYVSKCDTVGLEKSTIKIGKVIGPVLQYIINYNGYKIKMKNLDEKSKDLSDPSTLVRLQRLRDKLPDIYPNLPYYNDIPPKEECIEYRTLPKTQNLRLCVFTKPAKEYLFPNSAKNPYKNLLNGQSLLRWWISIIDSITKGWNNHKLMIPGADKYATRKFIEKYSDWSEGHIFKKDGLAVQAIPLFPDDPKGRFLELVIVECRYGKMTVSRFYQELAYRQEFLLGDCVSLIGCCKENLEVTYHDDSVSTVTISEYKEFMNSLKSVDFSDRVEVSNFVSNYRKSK
dFosB activator: mouse delta FosB homodimer activation; activation, % at 25 µM; 340,000 tested, 0.99% active; P13346; purified delta FosB, TAMRA-CDK5 oligo fluorescence polarization; percent of positive-control signal above neutral wells;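 active = mean activation above about 17%, with every replicate also reaching it, limit read from the data, passing the limit was not always enough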;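 also: fluorescence polarization rise as delta FosB binds a TAMRA Cdk5 AP-1 oligo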
PvdQ inh: P. aeruginosa PvdQ acylase inhibition; 340,000 tested, 0.063% active; inhibition, % at 10 µM; AID 488965; purified PvdQ acylase, fluorescence plate reader; in the data active = inhibition above about 30%, passing the limit was not always enough;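 also: 0% = vehicle neutral wells and 100% = reference inhibitor wells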
RTF Ca sens act: increases calcium sensitivity of human cardiac regulated thin filaments. P19429+P45379. IANBD-labeled TnC RTF fluorescence at EC20 calcium; 0% EC20 calcium, 100% full calcium. activation, % at 7.2 µM. 340,000 tested, 0.24% active;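 active = activation above the mean over all tested compounds plus 3 SD, cut at about 30% in these data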;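 also: rise in fluorescence read as greater calcium sensitivity of cardiac thin filaments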
Wnt act: activators of Wnt/beta-catenin signaling | Wnt/beta-catenin reporter cell assay, activator, plate reader | activation, % at 9.35 µM | 300,000 tested, 1.2% active; in the data active = activation above about 30%, passing the limit was not always enough;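 also: 0% = neutral control wells and 100% = positive control wells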
CDK5 inh: blocks human CDK5/p35 kinase activity; Q00535+Q15078; 330,000 tested, 0.01% active; inhibition, % at 10 µM; AID 488839; Recombinant CDK5/p35, ADP-Glo luminescence, 60 min;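 active = highest replicate inhibition of at least 50% and at least 75% of replicates reaching 50%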;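 also: plate controls were DMSO neutral control for no effect and GW8510 at 10 µM for full effect; many of its hits are not listed in these tables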
* marks the source's active call; other numbers are inactive results; . = no result given.

item	compound	HTR5A ag	MITF TRPM1 HTS	SR-BI DiI inh	SR-BI uptake up	Rtt109 Vps75
1	CCC(C)NC(=O)CC(NS(=O)(=O)c1ccc(NC(C)=O)cc1)C(C)C (configuration not stated)	8	-8	7	-7	-2
2	O=C(c1ccc(NS(=O)(=O)c2ccc3c(c2)OCCO3)cc1)N1CCCCC1	4	-1	-5	5	0
3	COc1ccc(CCNC(=O)CSc2ccsc2[N+](=O)[O-])cc1OC	1	-4	12	-12	6
4	Cc1ccc(C(OC(=O)c2ccco2)C(=O)NCc2cccs2)cc1 (configuration not stated)	0	15	-10	10	-1
5	Cc1ccc2nc(SCC(=O)Nc3ccc(C)c([N+](=O)[O-])c3)[nH]c2c1	-3	-16	17	-17	13
6	CCc1ccc(-n2nnnc2SCC(=O)Nc2ccc(NC(C)=O)cc2)cc1	4	.	1	-1	-4
7	CCOC(=O)c1c(NC(=O)C2CCCO2)sc(C)c1C (configuration not stated)	-1	-4	33	-33	-21
8	Cc1ccc(C(=O)CSc2nccn2-c2ccccc2)cc1	-4	30	-16	16	4
9	COc1cc2nc(CN3C(=O)c4ccccc4C3=O)oc(=O)c2cc1OC	1	-10	-40	40	0
10	Cc1ccc(S(=O)(=O)/N=C(\CN2CCCCC2)N2CCOCC2)cc1	-1	2	-4	4	-3
11	CCN(CCNC(=O)c1ccc(C#N)cc1)c1cccc(C)c1	3	5	.	.	1
12	CCOC(=O)N1CCN(C(=O)CCn2nc(-c3ccccc3)ccc2=O)CC1	4	-2	-31	31	-6

item	dFosB activator	PvdQ inh	RTF Ca sens act	Wnt act	CDK5 inh
1	2	18	-1	-2	0.2
2	-3	-4	1	-1	-0.9
3	-3	3	6	-2	-0.2
4	-7	-2	-3	-5	-0.7
5	-7	5	2	.	0.0
6	18*	0	-7	-1	0.7
7	-7	-8	7	1	1.2
8	1	-6	0	.	1.0
9	-6	-10	-1	.	2.5
10	0	6	2	-1	0.2
11	-5	4	-6	.	0.2
12	-5	-10	-2	0	.

Further results
item	compound	HTR5A ag	MITF TRPM1 HTS	SR-BI DiI inh	SR-BI uptake up	Rtt109 Vps75
13	CP(C)(=O)CCP(=O)(c1ccccc1)c1ccccc1	3	-1	-22	22	-1
14	O=C(CSc1ncccn1)Nc1ccc2c(c1)OCO2	-2	7	28	-28	-1
15	S=c1[nH]nc(-c2cccnc2)n1-c1ccc2c(c1)OCCO2	-1	16	-20	20	-4
16	O=C(CC1CCCCC1)N1CCCC(c2nc(-c3ccc(S(=O)(=O)N4CCCC4)cc3)no2)C1 (configuration not stated)	3	-7	-15	15	2
17	N#CCCN(C(=O)CSc1nnc(-c2ccncc2)n1C1CC1)c1ccccc1	0	-1	-27	27	-9
18	CCC(C)(C)n1nnnc1C(c1ccccn1)N1CCCCC1 (configuration not stated)	-1	0	17	-17	-1
19	CCOC(=O)N1CCN(C(=O)c2cccc(OC)c2OC)CC1	1	-1	-6	6	-5
20	Cc1ccc(-n2c(SCC(=O)O)nc3sc4c(c3c2=O)CCCC4)cc1	0	4	-6	6	0
21	CCc1noc(C)c1C(=O)NNC(=O)COc1cc(C)ccc1C	-5	0	-16	16	-1
22	O=C(OCC(=O)N1CCOCC1)c1ccc(O)cc1	6	1	-11	11	0
23	CSc1nc(C)cc(SCCO)n1	-6	-6	-32	32	0
24	CCc1cccc(NS(=O)(=O)c2ccc3c(c2)oc(=O)n3C)c1	2	.	-6	6	.

item	dFosB activator	PvdQ inh	RTF Ca sens act	Wnt act	CDK5 inh
13	-3	-14	2	0	-1.2
14	-3	-14	-4	-1	-0.2
15	-10	-3	-6	1	-1.2
16	-2	-2	-2	-2	1.9
17	-3	-15	0	2	0.1
18	3	-9	0	-1	2.5
19	-3	-5	-1	0	0.9
20	-1	6	-1	-3	2.4
21	0	-11	4	-2	-1.9
22	2	-15	-3	5	2.7
23	-9	2	-2	.	-0.4
24	-14	-7	-3	-7	-0.5

(next part)
item	compound	HTR5A ag	MITF TRPM1 HTS	SR-BI DiI inh	SR-BI uptake up	Rtt109 Vps75
25	CCCNC(=O)c1ccc(N2CCC3(CC2)CC(c2cccc(Br)c2)=NO3)c(NC(=O)c2ccco2)c1	-2	-5	45	-45	-1
26	Cc1onc(-c2ccccc2)c1C(=O)Nc1ccc(Cl)cn1	-1	-5	3	-3	17
27	CCOC(=O)CC1C(=O)NCCN1S(=O)(=O)c1ccc(Cl)c(Cl)c1 (configuration not stated)	-2	-8	-25	25	-4
28	OC(CN(Cc1ccccc1)Cc1ccccc1)c1ccccc1 (configuration not stated)	1	-27	7	-7	-7
29	N#C/C(=C\c1cn[nH]c1-c1ccccc1Br)C(=O)O	2	4	-4	4	0
30	CCCC1CCC(=NNC(=S)NCCc2ccccc2)CC1 (configuration not stated)	-1	-7	3	-3	1
31	CCOC(=O)c1c(S(=O)(=O)NCC(=O)Nc2ccc(F)cc2F)c(C)n(C)c1C	-1	-13	-4	4	17
32	COC(=O)C1(Cc2cc(-c3cccnc3)no2)CCN(C(=O)OC(C)(C)C)CC1	-5	12	-9	9	-6
33	COc1cccc(COC(=O)C2CCN(C(=O)c3ccccc3C)CC2)c1OC	-3	-3	-22	22	-3
34	COc1ccc2c(c1)CCc1sc(NC(=O)c3ccc(C)cc3)nc1-2	-1	0	15	-15	-1
35	CC(C)(C)C(=O)Nc1nnc(SCC(=O)NC2CCCC2)s1	1	-3	.	.	-5
36	C=CCNC(=O)C(=O)Nc1ccc2c(c1)N(S(=O)(=O)c1cccs1)CCC2	2	-10	28	-28	-3

item	dFosB activator	PvdQ inh	RTF Ca sens act	Wnt act	CDK5 inh
25	0	-2	9	0	-1.1
26	-4	-1	4	-2	-0.4
27	-2	4	1	-10	.
28	-6	-2	-5	-2	0.1
29	7	9	1	0	0.7
30	-14	-11	5	3	-1.3
31	1	-1	-12	-1	1.6
32	-10	-13	-4	-2	-0.5
33	-8	-11	-2	-1	-2.6
34	-3	-13	6	.	-0.4
35	2	-9	-5	-2	0.2
36	-6	-11	-4	-4	-1.0

6 records drawn at random from the list so far, as already listed:
item	compound	HTR5A ag	MITF TRPM1 HTS	SR-BI DiI inh	SR-BI uptake up	Rtt109 Vps75
28	OC(CN(Cc1ccccc1)Cc1ccccc1)c1ccccc1 (configuration not stated)	1	-27	7	-7	-7
26	Cc1onc(-c2ccccc2)c1C(=O)Nc1ccc(Cl)cn1	-1	-5	3	-3	17
31	CCOC(=O)c1c(S(=O)(=O)NCC(=O)Nc2ccc(F)cc2F)c(C)n(C)c1C	-1	-13	-4	4	17
30	CCCC1CCC(=NNC(=S)NCCc2ccccc2)CC1 (configuration not stated)	-1	-7	3	-3	1
32	COC(=O)C1(Cc2cc(-c3cccnc3)no2)CCN(C(=O)OC(C)(C)C)CC1	-5	12	-9	9	-6
29	N#C/C(=C\c1cn[nH]c1-c1ccccc1Br)C(=O)O	2	4	-4	4	0

item	dFosB activator	PvdQ inh	RTF Ca sens act	Wnt act	CDK5 inh
28	-6	-2	-5	-2	0.1
26	-4	-1	4	-2	-0.4
31	1	-1	-12	-1	1.6
30	-14	-11	5	3	-1.3
32	-10	-13	-4	-2	-0.5
29	7	9	1	0	0.7

Next compounds follow:
item	compound	HTR5A ag	MITF TRPM1 HTS	SR-BI DiI inh	SR-BI uptake up	Rtt109 Vps75
37	Cc1ccc(CNC(=O)c2ccccc2NC(=O)CN2CCN(C)CC2)cc1	8	1	0	0	1
38	Cc1cccc(C(=O)OCC(=O)NC(=O)NCc2ccccc2)c1	6	2	-21	21	1
39	CC1CCN(S(=O)(=O)c2ccc(C(=O)N3CCCCC3C(=O)O)cc2)CC1 (configuration not stated)	3	2	-5	5	-1
40	COC(=O)c1c(-c2ccc(C)cc2)csc1N	-1	-2	24	-24	9
41	CC(=O)N1CCN(S(=O)(=O)c2ccc(C)c([N+](=O)[O-])c2)C1C(C)C (configuration not stated)	1	-5	5	-5	-2
42	CNc1ccc(Oc2c(F)c(F)nc(F)c2F)cc1	-1	7	-1	1	1
43	Cc1ccc(S(=O)(=O)NCCc2ccncc2)cc1C	8	-7	5	-5	-7
44	CCOc1ccc(-c2nnc3ccc(SC)nn23)cc1	1	11	9	-9	-1
45	Cc1cc(C(=O)OC(C(=O)Nc2ccc(C)c(Cl)c2)c2ccccc2)c(C)o1 (configuration not stated)	-2	14	-5	5	-3
46	COc1cc(/C=C2\SC(=Nc3ccccc3)N(Cc3ccco3)C2=O)ccc1OC(C)C(=O)O (configuration not stated)	-1	11	-29	29	2
47	CN1C(=S)SC2CS(=O)(=O)CC21C (configuration not stated)	-4	.	0	0	-9
48	CCNC1CCS(=O)(=O)C1 (configuration not stated)	5	3	9	-9	-2

item	dFosB activator	PvdQ inh	RTF Ca sens act	Wnt act	CDK5 inh
37	-11	-1	-3	-1	0.4
38	-1	4	-5	-4	-0.7
39	2	8	-3	1	0.6
40	-3	12	2	0	1.7
41	12	-3	-1	-7	-0.2
42	-4	-17	4	-1	1.3
43	-3	-17	6	-1	1.9
44	-9	1	-1	.	-1.3
45	-2	7	-3	.	-2.5
46	-2	10	-8	-2	.
47	6	-15	4	0	-0.3
48	1	0	4	0	-1.6

More structures.
item	compound	HTR5A ag	MITF TRPM1 HTS	SR-BI DiI inh	SR-BI uptake up	Rtt109 Vps75
49	Cc1ccc(-c2cccc([C@H]3[C@@H]4C=CC[C@@H](C)[C@@H]4C(=O)N3Cc3ccccc3)c2)cc1	0	-3	18	-18	-2
50	O=C(CSc1n[nH]c(-c2ccncc2)n1)Nc1ccccc1Cl	-1	-10	-6	6	-4
51	O=C(COC(=O)c1cccnc1SC(F)F)NC1CC1	5	6	21	-21	2
52	CCOC(=O)CSC1=Nc2ccccc2C2=NC(CC(=O)NCc3ccccc3)C(=O)N12 (configuration not stated)	9	-11	16	-16	3

item	dFosB activator	PvdQ inh	RTF Ca sens act	Wnt act	CDK5 inh
49	-10	-9	0	-2	0.9
50	2	-12	9	-4	-1.1
51	-7	1	-4	0	-1.4
52	-7	-14	-2	-4	3.9
